KOR beta-arrestin-1: kappa opioid receptor activators – cell-based, luminescence, uHTS, primary screen (AID 1777) | 280,000 compounds, 0.02% hits | KOR beta-arrestin recruitment, luminescence; higher % means a stronger effect | one-dose activation, % at 10 µM; EC50 in µM for titrated hits; in the data active = activation above about 50%, passing the limit was not always enough; note: a part of the inactive calls stands beside numbers as strong as those of hits
GPR55 LPI antagonism: inhibition of LPI-stimulated GPR55 beta-arrestin translocation – imaging, U2OS, beta-arrestin-GFP, LPI agonist, primary screen (AID 2013). one-dose inhibition, % at 10 µM; IC50 in µM for titrated hits. U2OS GPR55 beta-arrestin-GFP translocation imaging, LPI antagonism; higher % means a stronger effect. 290,000 compounds, 0.13% hits;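 active = spots per cell inhibited over 60%, with over 100 cells counted and total cytoplasm intensity under 500,000; inconclusive = wells with under 100 cells, flagged as likely toxic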;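 note: U2OS cells stably carrying GPR55 and arrestin-GFP stimulated by 5 µM LPI near EC80; imaged beta-arrestin-GFP aggregate spots per cell after agonist stimulation; plate controls were LPI-stimulated DMSO wells for no effect and DMSO wells without LPI for full effect; some results filed as inactive read as strong as hits; confirmed hits need IC50 under 10 µM and bright autofluorescent wells are also inconclusive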
MgcRacGAP inhibition: MgcRacGAP GTPase-activating activity inhibitors, confirmation, biochemical, ADP Hunter fluorescence; MgcRacGAP-stimulated Rac1 GTP hydrolysis, ADP Hunter fluorescence; higher % means a stronger effect; GST-tagged Rac1 F28L mutant substrate; one-dose inhibition, % at 30 µM; IC50 in µM for titrated hits; 340,000 compounds, 0.6% hits; AID 624330;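 active = first-screen hits whose inhibition reached a set limit at any dose in the follow-up dose series; inconclusive = inhibition above the set first-screen limit but never retested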;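 note: fluorescence reports GDP produced by GAP-driven GTP hydrolysis; strong numbers were not always called active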
GPR35 antagonists: inhibition of zaprinast-stimulated GPR35 beta-arrestin translocation – imaging, U2OS, beta-arrestin-GFP, zaprinast agonist, primary screen (AID 2058); U2OS GPR35 beta-arrestin-GFP translocation imaging, zaprinast antagonism; higher % means a stronger effect; inhibition, % at 10 µM, or IC50 in µM where a hit was titrated; 290,000 compounds, 0.052% hits;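 active = inhibition of at least 50% with at least 30 cells and total cytoplasm GFP at most 10,000,000; inconclusive = under 30 cells or total GFP of 10,000,000 plus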
K1F lysis inhibition: protection from phage-mediated lysis, alamar blue read-out – E. coli UTI89, K1F phage, bacterial capsule biogenesis inhibitors (AID 488966) | E. coli UTI89 K1F phage lysis, alamar blue, 2 h; higher % means a stronger effect | one-dose inhibition, % at 100 µM; IC50 in µM for titrated hits | 340,000 compounds, 0.02% hits;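 active = phage lysis inhibition, versus mean bacterial control, above a set limit; inconclusive = no clear call, values can overlap the other calls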;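 note: capsule biogenesis inhibitors block K1F phage lysis so surviving cells raise fluorescence; higher fluorescence means more inhibition of phage lysis; actives were called in the ten point dose series up to 300 µM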
NOD1 inhibition: inhibition of NOD1-driven NF-kB reporter – cell-based, luminescence, uHTS, primary screen (AID 1578). NOD1-driven NF-kB luciferase reporter cells, luminescence; higher % means a stronger effect. one-dose inhibition, % at 4 µM; EC50 in µM for titrated hits. 290,000 compounds, 1% hits; in the data active = inhibition mostly above about 36%, no sharp cut-off; inactive = mostly below about 34%;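 note: HEK-293T reporter cells stimulated with the NOD1 agonist gamma-tri-DAP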
KOR beta-arrestin-2: KOR antagonists, beta-arrestin recruitment, cell-based, luminescence, uHTS (AID 1778). KOR beta-arrestin recruitment, luminescence, antagonist mode; higher % means a stronger effect. inhibition, % at 10 µM; hits with a dose series show IC50 in µM. 290,000 compounds, 0.091% hits; in the data active = inhibition above about 50%; note: strong numbers were not always called active
GPR55 beta-arrestin: GPR55 agonists via beta-arrestin recruitment, primary screen, imaging, U2OS cells, beta-arrestin-GFP redistribution (AID 1961) | U2OS GPR55 beta-arrestin-GFP redistribution imaging; higher % means a stronger effect | activation, % at 10 µM; hits with a dose series show EC50 in µM | 290,000 compounds, 0.048% hits;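 active = activation above 40% with more than 50 cells counted in the well; inconclusive = wells holding fewer than 50 cells, flagged as toxic or sparse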;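 note: U2OS osteosarcoma cells stably expressing GPR55 and beta-arrestin-GFP; plate controls were DMSO negative control for no effect and LPI positive control for full effect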
NTR1 ag: agonists of NTR1, primary screen, imaging, U2OS cells, beta-arrestin-GFP, high content (AID 493036); P30989; 330,000 compounds, 0.17% hits; NTR1-U2OS beta-arrestin-GFP spot imaging, agonist mode; activation, % at 20 µM;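 active = activation at or above 40% of the spot to cytoplasm intensity ratio, with at least 20 cells analyzed; inconclusive = wells under 20 cells, flagged as cytotoxic or low count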;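 note: 0% = DMSO without peptide and 100% = 100 nM NTR1 peptide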
Target sequence (P30989 whole entry, looked up): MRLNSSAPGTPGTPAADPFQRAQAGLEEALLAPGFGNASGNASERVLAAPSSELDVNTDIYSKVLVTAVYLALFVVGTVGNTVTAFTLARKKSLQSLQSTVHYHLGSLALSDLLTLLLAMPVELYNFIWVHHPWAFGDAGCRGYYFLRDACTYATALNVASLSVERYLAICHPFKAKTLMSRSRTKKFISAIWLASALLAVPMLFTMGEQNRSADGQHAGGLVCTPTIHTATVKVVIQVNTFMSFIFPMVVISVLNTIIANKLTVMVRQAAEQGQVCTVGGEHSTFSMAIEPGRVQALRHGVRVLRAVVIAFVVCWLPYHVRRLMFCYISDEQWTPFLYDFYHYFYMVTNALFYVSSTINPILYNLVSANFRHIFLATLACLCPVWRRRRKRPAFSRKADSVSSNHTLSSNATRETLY
NTR1 ag cell count 20 µM: second read-out of NTR1 ag, no call of its own (marks repeat the call); cell count; measured here: cell count, cytotoxicity flag
* marks the source's active call; other numbers are inactive results; ? = inconclusive; . = not tested or not shown; [ ] = another dose, or the depositor's remark. An excerpt; count on the stated rates, not on these rows.

SMILES	KOR beta-arrestin-1	GPR55 LPI antagonism	MgcRacGAP inhibition	GPR35 antagonists	K1F lysis inhibition	NOD1 inhibition	KOR beta-arrestin-2	GPR55 beta-arrestin	NTR1 ag	NTR1 ag cell count 20 µM
COc1cc(SC)ccc1C(=O)OCC(=O)NC1CCCCC1	0.3%	2%	7%	6%	0.2%	-35%	8%	-0.4%	1.0	57
COc1ccc(O)c(C(=O)c2cnn(C(=O)c3cc(C)oc3C)c2)c1	5.6%	-2%	-2%	3%	-0.7%	2%	16%	0.3%	3.2	59
COc1cccc(OC)c1C(=O)Nc1ccnn1C	-1.1%	11%	10%	5%	0.1%	-21%	-18%	1.5%	-1.6	51
Nn1c(Cc2cccc3ccccc23)nnc1SCCOc1ccc(F)cc1	1.7%	0%	-4%	-8%	1.8%	-27%	-1%	-0.2%	0.7	40
CCCNS(=O)(=O)c1ccc(OCC(=O)N2CCN(c3ccccc3)CC2)cc1	1.4%	1%	1%	-11%	-0.6%	-22%	-22%	-0.2%	1.7	35
CCCCC1CCC(/C(N)=N/O)CC1 (stereo not given)	-2.0%	-3%	3%	18%	0.7%	1%	-23%	0.8%	-1.1	77
O=C1N/C(=N/N=C/c2ccco2)SC1Cc1ccccc1 (stereo not given)	0.2%	8%	2%	-5%	-0.2%	-30%	-19%	-0.5%	0.4	34
CC(=O)Nc1ccc2nc(NC(=O)c3cccnc3)sc2c1	-3.5%	-5%	-6%	-9%	0.2%	1%	-10%[20 µM]	0.2%	-0.3	50
Cc1cc(NC(=O)Nc2cccc(C(F)(F)F)c2)n(C)n1	0.7%	9%	12%	-5%	-0.2%	-15%	4%	0.0%	-1.5	86
CN(Cc1ccccc1)C(=O)c1ccc(NC(=O)C2=CSCCO2)cc1	5.5%	-12%	5%	-11%	0.1%	-34%	-32%	0.0%	1.4	43
CN1CCN(C(=O)c2cnn(-c3ccccc3)c2NC(=O)c2ccccc2Cl)CC1	2.4%	5%	4%	1%	-0.1%	-32%	-6%	-0.1%	1.7	57
CC(C)Nc1nc(NNc2nc(Cl)nc(NC(C)(C)C)n2)nc(NC(C)C)n1	2.8%	-6%	.	3%	.	-2%	-13%	0.0%	-0.9	50
O=S(=O)(c1ccc2c(c1)OCCO2)N1CCN(c2cccc(Cl)c2)CC1	-3.6%	13%	13%	-6%	-0.1%	7%	-42%	0.3%	1.4	62
CC(=O)Nc1sc(C)c(C)c1C(=O)OCC(=O)Nc1cc(S(C)(=O)=O)ccc1Cl	3.3%	-2%	7%	14%	0.2%	-2%	4%	-0.2%	2.9	70
CCc1nc(SCC(=O)Nc2ccccc2C)n[nH]1	4.4%	8%	7%	14%	0.1%	-18%	-2%	-0.1%	1.3	90
COc1ccc(Nc2nc(-c3cc4cccc(OC)c4oc3=O)cs2)cc1	-4.2%	12%	12%	-4%	0.4%	-40%	7%	-0.4%	0.8	91
CCOC(=O)c1c(N2C(=O)CC(Sc3ccccc3C(=O)O)C2=O)sc(C)c1C (stereo not given)	-0.7%	6%	12%	12%	0.0%	-2%	16%	-0.1%	0.2	66
Cc1c(OC(=O)c2ccc([N+](=O)[O-])cc2)c2c(c[n+]1C)COC(C)(C)OC2	1.1%	20%	2%	5%	1.9%	-24%	-2%	0.0%	-0.5	40
O=C(COC(=O)c1cc(S(=O)(=O)N2CCCC2)ccc1O)Nc1ccc(S(=O)(=O)N2CCOCC2)cc1	.	-6%	8%	9%	0.0%	-3%	-2%	-0.2%	-0.6	54
O=C(Nc1ccccn1)c1ccc(-c2ccccc2)cc1	0.8%	-2%	11%	11%	-0.4%	.	-36%[20 µM]	-0.1%	3.5	54
COc1ccc(/C=C2/S/C(=N/S(=O)(=O)Cc3ccccc3)NC2=O)cc1OC	2.0%	2%	0%	-14%	-0.1%	-2%	-5%	0.2%	0.6	58
COc1ccc(Nc2nnc(SCc3cn4c(C)cccc4n3)s2)cc1	-0.4%	-16%	8%	-8%	2.3%[50 µM]	8%	0%	0.3%	2.4	62
COC(=O)COc1ccc(S(=O)(=O)Nc2ccccc2C(=O)OC)cc1	-2.1%	13%	0%	6%	0.4%	-9%	3%	0.0%	6.9	60
Cc1cccc(C)c1NC(=O)CCn1cnc2ccccc2c1=O	-2.3%	0%	6%	-7%	-0.4%	-8%	-2%[20 µM]	-0.1%	-0.9	38
Cc1ccc(OC(C)C(=O)N2CC(=O)Nc3ccccc32)c(C)c1 (stereo not given)	0.8%	-1%	-1%	-14%	-0.4%	-18%	-3%	0.0%	1.9	63
Cc1cc(Cl)ccc1C(=O)C1CCCN(C(=O)CCN2CCCO2)C1 (stereo not given)	-9.6%	0%	2%	-7%	0.3%	-20%	-25%	-0.1%	0.0	61
CCOc1ccc(C(=O)Nc2nnc(SCC(=O)NCC3CCCO3)s2)cc1OCC (stereo not given)	-1.9%	-5%	4%	-5%	0.1%	-12%	0%	-0.1%	-0.8	50
CC(C)(CNC(=O)Cc1ccc(Cl)cc1Cl)N1CCCCC1	-0.7%	13%	4%	0%	-0.4%	-7%	-16%	-0.2%	-0.3	42
O=C(COC(=O)c1ccccc1NCCO)Nc1cc(C(F)(F)F)ccc1N1CCOCC1	-1.0%	12%	10%	5%	0.0%	-6%	-13%	0.0%	14	60
N/C(CC(=O)Nc1ccc(F)cc1)=N\O	-4.6%	0%	7%	5%	1.3%[50 µM]	9%	9%	-0.2%	0.5	49
O=C(COC(=O)c1cc(=O)[nH]c2ccccc12)NC1CCCC1	3.4%	-3%	.	-7%	.	-19%	7%	-0.4%	4.1	35
COCCNC(=O)C(c1ccc(C)o1)N(C(=O)Cn1nnc2ccccc21)c1ccccc1 (stereo not given)	.	16%	4%	22%	0.2%	-33%	-40%[20 µM]	0.2%	2.2	95
O=c1cc(-c2cccc3ccccc23)[nH][nH]1	-2.5%	-2%	17%	1%	1.4%	-25%	3%	-0.4%	1.2	49
Cc1nonc1OCCNCCNc1ccccc1[N+](=O)[O-]	1.1%	7%	5%	-13%	-0.2%	-25%	1%	1.0%	-0.9	74
COc1ccc(NC(=O)c2sccc2SCC#N)cc1	-2.8%	-4%	0%	-9%	-1.8%	-30%	-5%	0.1%	-0.3	43
COc1ccc(OC)c(NC(=O)CSc2nnc(C3CCCCC3)o2)c1	-7.7%	8%	8%	3%	0.1%	-24%	10%[20 µM]	0.0%	1.7	71
O=[N+]([O-])c1cc(-c2cnc3ccccc3n2)ccc1Oc1ccc(Cl)cc1	3.4%	6%	2%	6%	1.6%[50 µM]	-7%	45%	-0.1%	12	40
COc1ccc(C2CC(c3cccs3)=NN2C(=O)COC(=O)C2CCCCC2)cc1OC (stereo not given)	-5.4%	-5%	4%	?	0.4%	-26%	11%[20 µM]	-0.1%	1.5	54
COCC1CCN(Cc2cn[nH]c2-c2ccc(OC)cc2F)C1 (stereo not given)	.	-12%	0%	14%	10%	-2%	-15%[20 µM]	-0.1%	2.3	66
NCCCC[C@@H](C(=O)N1CCNCC1)n1cc([C@@H](N)CO)nn1	-5.2%	12%	3%	-10%	4.6%	-14%	10%	0.7%	-0.5	88
O=C(CSc1nnc(SCc2cccc3ccccc23)s1)c1ccc2c(c1)OCO2	0.0%	0%	6%	1%	-0.1%	8%	-15%	0.2%	0.6	56
O=C(CCSc1nc2cc(Cl)ccc2o1)N1CCOCC1	-4.5%	6%	1%	-10%	0.0%	-8%	16%	0.0%	0.9	75
O=C(Nc1ccnn1C1CCN(C(=O)Cc2ccccc2F)CC1)C1CC1	8.7%	4%	3%	-9%	0.1%	-17%	-28%	-0.1%	0.1	99
Cc1ccc(NC(=O)c2cc(N3C(=O)CCC3=O)ccc2N2CCCCC2)cc1	.	5%	6%	0%	-1.1%	-12%	-25%[20 µM]	-0.1%	2.5	30
O=C(NCc1ccccc1)c1cc(-n2cnnc2)ccc1Cl	0.0%	1%	-2%	-25%	0.5%	3%	-1%	-0.4%	0.1	58
O=C(CN1C(=O)COc2ccccc2C1=O)c1ccc2c(c1)OCCO2	-6.5%	12%	-3%	-11%	0.6%	-9%	-19%	0.2%	-1.7	55
CC(=O)NC1=NN(C(C)=O)C(C)(CC(=O)OC(C)(C)C)S1 (stereo not given)	-1.4%	9%	0%	-4%	0.6%	-38%	-12%	0.2%	-0.6	51
COc1ccccc1CCNC(=O)CCn1c(=O)c2cccn2c2ccc(F)cc21	-1.6%	8%	10%	0%	1.2%	-1%	-16%	-0.2%	3.6	58
COc1cc2c(cc1OC)C(NNC(=O)c1ccc(Br)o1)=NC(C)(C)C2	2.2%	3%	9%	-7%	0.0%	5%	-9%	-0.2%	0.0	45
CCc1nnc(NC(=O)c2ccc3c(c2)C(=O)N(CC(C)C)C3=O)s1	-1.8%	4%	.	-8%	.	-31%	5%	-0.4%	-4.7	88
C/C(CC(=O)NC1C2CC3CC(C2)CC1C3)=N\NC(=O)Cc1cccs1 (stereo not given)	9.4%	-4%	6%	1%	0.2%	-29%	-12%	-0.2%	-0.1	80
CCOC(=O)c1c(C)noc1-c1ccco1	-5.1%	5%	.	-4%	.	-9%	-2%	-0.1%	-0.6	52
CCn1nc(NS(=O)(=O)c2ccc([N+](=O)[O-])cc2)c2cc3ccc(C)cc3nc21	-1.3%	-9%	15%	12%	0.1%	-13%	-27%	0.5%	0.6	55
CCCn1nnc(NC(=O)C(c2ccccc2)c2ccccc2)n1	0.7%	-1%	4%	8%	0.7%	0%	-14%	0.4%	-1.2	81
CCOC(=O)N1CCC(NC(=O)c2cc(C(=O)NCc3cccc(Cl)c3)ccc2CO)CC1	-2.0%	-4%	3%	6%	6.5%	11%	7%	-0.1%	-4.8	69
O=[N+]([O-])c1ccccc1S(=O)(=O)Nc1cccnc1	3.3%	0%	11%	-6%	-2.1%	-43%	-18%[20 µM]	-0.1%	-1.0	50
CCOC(=O)C(CSCC(=O)c1ccc(Br)cc1)NC(=O)OC(C)(C)C (stereo not given)	-2.0%	1%	.	2%	.	-8%	4%	-0.1%	2.8	52
COc1cccc(CN(Cc2ccccc2F)S(=O)(=O)c2ccc(S(=O)(=O)NCc3ccccc3)cc2)c1	1.5%	7%	-5%	-5%	-1.1%	-32%	0%	0.4%	6.2	51
O=C(Nc1ccc(F)cc1F)c1noc2c1CCC2	0.4%	15%	11%	1%	1.7%	.	6%	-0.1%	0.6	61
